# N-glyco inh: N-linked glycosylation inhibition; 360,000 tested, 0.23% active; D54 ERlucT glycosylation luciferase reporter, 24 h; percent of 100 nM tunicamycin response; reporter increase, % at 12.5 µM;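 active = mean luciferase reporter signal, scaled so untreated is 0 and the glycosylation-blocking control 100, at or above a set limit in every replicate; inconclusive = mean reaches the limit but not every replicate does; inactive = mean below the limit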;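 note: luciferase carries N-glycosylation sites so blocking glycosylation raises the light; 0% = median of neutral control wells and 100% = median of 100 nM tunicamycin wells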
# PDI inh: inhibitors of human protein disulfide isomerase. PDI insulin aggregation turbidity, A650, 90 min. 350,000 tested, 0.052% active. inhibition, % at 10 µM. AID 588391. P07237;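 active = mean inhibition across replicates of 30% or more, whatever share of single replicates reach that level; inconclusive = mean inhibition below 30% while every single replicate reaches 30%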;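 note: absorbance from insulin aggregation driven by PDI reduction with DTT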
# Target sequence (P07237 whole entry, looked up): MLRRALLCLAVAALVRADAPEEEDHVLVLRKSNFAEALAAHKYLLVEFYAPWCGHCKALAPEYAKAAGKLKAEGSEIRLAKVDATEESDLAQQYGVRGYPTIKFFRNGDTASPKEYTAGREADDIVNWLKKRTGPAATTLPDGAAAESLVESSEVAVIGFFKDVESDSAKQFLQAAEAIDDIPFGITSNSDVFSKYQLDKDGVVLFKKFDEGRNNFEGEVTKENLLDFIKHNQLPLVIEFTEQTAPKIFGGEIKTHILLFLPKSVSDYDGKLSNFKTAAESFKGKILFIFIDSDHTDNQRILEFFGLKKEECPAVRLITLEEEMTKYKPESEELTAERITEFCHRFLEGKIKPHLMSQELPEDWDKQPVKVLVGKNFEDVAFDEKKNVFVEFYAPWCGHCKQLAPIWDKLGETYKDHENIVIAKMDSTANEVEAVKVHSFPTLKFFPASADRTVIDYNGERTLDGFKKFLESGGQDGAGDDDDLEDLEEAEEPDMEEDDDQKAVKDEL
# MC4R ag barr: agonists of human melanocortin 4 receptor (MC4R) beta-arrestin; U2OS MC4R beta-arrestin complementation, luminescence; percent of melanotan II response, DMSO zero; activation, % at 8.9 µM; 360,000 tested, 0.98% active;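 active = activation above a per-plate cutoff, the mean activation of sample wells on that plate plus 3 SD, cut at about 8% in these data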
# Target sequence (P32245 whole entry, looked up): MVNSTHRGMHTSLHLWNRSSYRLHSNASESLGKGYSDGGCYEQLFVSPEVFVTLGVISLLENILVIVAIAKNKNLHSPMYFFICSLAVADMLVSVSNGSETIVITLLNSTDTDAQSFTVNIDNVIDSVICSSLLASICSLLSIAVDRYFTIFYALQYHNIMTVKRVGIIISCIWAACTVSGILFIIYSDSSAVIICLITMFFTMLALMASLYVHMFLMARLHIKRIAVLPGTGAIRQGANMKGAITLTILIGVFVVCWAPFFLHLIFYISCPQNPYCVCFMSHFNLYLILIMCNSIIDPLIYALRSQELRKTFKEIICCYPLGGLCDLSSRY
# Granule exo inh: blocks lytic granule exocytosis; TALL-104 LAMP-1 surface exposure, flow cytometry; cells stimulated with thapsigargin and PMA; inhibition, % at 10 µM; 360,000 tested, 0.66% active;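 active = inhibition above about 55%, limit read from the data; inconclusive = no clear call, values can overlap the other calls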
# ABHD5 PLIN5 PPI: inhibitors of human ABHD5-perilipin-5 interaction; 360,000 tested, 0.78% active; Split G. princeps luciferase complementation, luminescence, 4 h; Q00G26+Q8WTS1; inhibition, % at 4 µM; AID 602281;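 active = inhibition above the mean inhibition across every tested compound plus 3 SD, cut at about 22% in these data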;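 note: 0% = DMSO only wells and the 100% control is not disclosed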
# H9c2 protect: myocardial damage modulation in H9c2 cells. H9c2 cardiomyocytes, H2O2 injury protection, ATPLite, 2 h. protection from H2O2 cell death, % at 20 µM. 360,000 tested, 0.63% active;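 active = compounds giving at least 50% protection of heart cells from peroxide-induced death in the single-dose screen, raw or plate-pattern-corrected value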;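 note: 0% = DMSO wells with peroxide and 100% = DMSO wells without peroxide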
# CaV13 FRET inh: Disruptors of the CACNA1D IQ motif to Ca2+-dependent inactivation inhibitor domain association, primary screening, Förster resonance energy transfer in intact living …; HEK cells, CFP/YFP FRET ICDI-IQ, plate reader, 10 min; percent FRET-ratio fall versus neutral wells; inhibition, % at 12.3 µM; 340,000 tested, 0.098% active; AID 743397;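 active = mean replicate inhibition of at least 30% and at least 1% of replicates passing that level; inconclusive = only one of the two criteria is met; inactive = neither criterion is met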;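 note: 0% = median of the neutral control wells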
# MC4R antag cAMP: human MC4R antagonism in cAMP assay; MC4R-expressing cells, MTII-stimulated cAMP, LANCE TR-FRET; P32245; inhibition, % at 6.5 µM; AID 540295; 360,000 tested, 0.48% active;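 active = inhibition above its plate's cutoff, the mean of tested wells on that plate plus 3 SD, cut at about 29% in these data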;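 note: 0% = Melanotan II alone and 100% = Melanotan II plus saturating MCL0020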
#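 system = U2OS cells with stable human MC4R expression | also added = Melanotan II challenge after compound preincubation | dosing = one concentration, 6.5 µM nominal | incubation = compound 30 min, challenge 1 h, detection 1 h | measured by = TR-FRET with Eu-cAMP and labeled anti-cAMP, 671 nm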
# ABCB6 inh 2: inhibitors of human ABC transporter ABCB6. AID 602162. 360,000 tested, 0.19% active. Q9NP58. fluorescence ratio to DMSO, % at 10 µM. K562-ABCB6 porphyrin accumulation, flow cytometry, 1 h; hits give low values;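 active = fluorescence ratio to DMSO below 75%, the collection mean minus 3 SD; inconclusive = too few cells collected in the well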;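 note: signal is porphyrin accumulated inside mitochondria; 100% equals median channel fluorescence of DMSO control wells; lower ratio means ABCB6 inhibition with less porphyrin fluorescence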
# m5-HT2A agonist: agonists of mouse serotonin 5-HT2A receptor (HTR2A); P35363; CHO-K1 mHTR2A beta-arrestin complementation, luminescence; percent of 30 µM serotonin response; activation, % at 7.6 µM; 360,000 tested, 0.66% active; AID 624169;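 active = activation above a run cutoff, the mean activation of all tested compounds plus 3 SD, cut at about 14% in these data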;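 note: 0% = plate median of compound wells and 100% = 30 µM serotonin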
# Starred values were filed as active, the others as inactive; ? = inconclusive; / = not tested or not shown.
entry	Compound	ABHD5 PLIN5 PPI	MC4R ag barr	H9c2 protect	m5-HT2A agonist	CaV13 FRET inh	ABCB6 inh 2	PDI inh	N-glyco inh	MC4R antag cAMP	Granule exo inh
1	CCN(c1ccccc1)S(=O)(=O)c1ccc(NC(=S)NC(=O)c2cccs2)cc1	-11	-1.8	-3	-4	/	98	-4	-1	0	2
2	Cc1nsc(Nc2ccccc2)c1C#N	-5	-1.3	-8	0	1	98	-1	-1	10	-1
3	CCCCn1c(N)c(N(CCOC)C(=O)CSc2nnc(-c3ccncc3)n2CCC)c(=O)[nH]c1=O	7	-0.8	3	-5	-6	101	-2	4	1	0
4	O=c1c2ccccc2[nH]c(=S)n1CCN1CCc2ccccc2C1	1	-1.8	8	-6	-2	97	3	3	-2	-3
5	Cc1cc(=O)oc2cc(N3C(=O)CC(Cc4ccccc4)C3=O)ccc12 (centres undefined)	-1	-3.1	3	-2	6	108	-1	3	3	0
6	C1CCc2c(nc3nnnn3c2NC2CCCC2)C1	-2	0.2	10	3	-5	100	0	-1	3	-5
7	O=C(CN1CCC(NC(=O)Nc2ccccc2)CC1)Nc1ccc([N+](=O)[O-])cc1	-11	-0.4	2	3	-4	98	-8	-3	14	0
8	CCOC(=O)c1c(N)sc2c(O)c(Br)ccc12	0	-1.8	6	6	-6	99	-2	3	3	0
9	CC(=O)Nc1ccccc1C(=O)C(=O)Nc1cccc(C(=O)NC2CC2)c1	6	-0.7	9	1	-17	98	6	2	0	-6
10	O=C(Oc1cccc2cccnc12)c1ccco1	-2	-0.2	-5	5	/	103	-3	1	2	-4
11	COc1ccc(-c2csc(NC(=O)C3=COCCO3)n2)cc1OC	5	-2.4	8	-2	-7	100	-5	-3	13	5
12	C=CCn1c(SCCOc2ccc(OC)cc2)nnc1C(C)NC(=O)Cc1ccc(OC)cc1 (centres undefined)	2	-0.5	0	-2	-5	104	2	-2	8	1
13	Cc1onc(-c2c(Cl)cccc2Cl)c1C(=O)NC(=S)N1CCOCC1	7	-1.4	2	4	-19	97	2	-1	3	2
14	Cc1nc2ccccc2c2oc(C(=O)N3CC(C)CC(C)C3)cc12 (centres undefined)	4	-2.1	0	7	-7	92	6	-1	-1	3
15	Cc1cc(C)c(NC(=O)COC(=O)CCn2c(C)csc2=O)c(C)c1	-2	-1.9	-5	-1	-3	104	4	2	4	28
16	COC(=O)c1cccc(C(=O)N2CCC(CO)(Cc3ccccc3Cl)CC2)c1	2	-1.3	16	1	-13	94	6	-3	10	-1
17	COCCCNC(=O)CN1C(=O)CSc2ncccc21	-3	-0.1	8	18*	8	100	7	2	3	-5
18	CSc1nc(NC(C)=O)nc(C)c1Br	-1	0.6	2	-1	-6	100	-9	0	8	2
19	CCOc1c(Br)cc(CNc2ccc(N3CCOCC3)cc2)cc1OC	-4	-1.3	-10	0	-5	92	-2	4	9	3
20	CC(C)=C1C2CC2C2C(C(=O)O)C12 (centres undefined)	0	-0.9	12	-3	/	97	5	-1	5	2
21	CCCc1nc(SC2CCCC2)c2c(=O)n(C)c(=O)n(C)c2n1	5	-0.3	-13	6	-3	93	/	-6	1	-2
22	Cc1ccc(OCCCC(=O)NC(C)c2ccccc2)c(C)c1 (centres undefined)	-1	0.9	-6	-8	-2	96	0	1	10	3
23	CCOC(=O)C(C)c1n[nH]c(=O)c2ccccc12 (centres undefined)	-1	-1.4	33	5	-3	101	?	4	0	-3
24	CC(C(=O)OCC(=O)NC1CCCC1)N1C(=O)c2ccccc2C1=O (centres undefined)	1	-0.7	0	1	-6	98	4	-1	16	20
25	COc1ccc2c(c1OC)C(=O)N1C2SC(C)(C)[C@H]1C(=O)NCCCOC(C)C (some centres undefined)	-7	0.7	10	-1	-14	98	8	1	18	-4

# Later entries:
entry	Compound	ABHD5 PLIN5 PPI	MC4R ag barr	H9c2 protect	m5-HT2A agonist	CaV13 FRET inh	ABCB6 inh 2	PDI inh	N-glyco inh	MC4R antag cAMP	Granule exo inh
26	CC(C)Cc1ccc(CN2CCC(n3nccc3NC(=O)C3CCCC3)CC2)cc1	-1	-0.6	-4	-6	/	91	-11	-2	3	1
27	O=c1[nH]c(SCc2ccccc2)nc2c1cnn2-c1ccc(F)cc1	-4	0.7	-6	-8	-8	97	-10	1	10	-3
28	COc1ccc(CCN(C)C(=O)CSc2nnc(-c3ccco3)o2)cc1OC	3	-1.3	9	-3	/	102	2	-1	14	8
29	CN(C)N1C(=O)c2c(Cl)c(Cl)c(Cl)c(Cl)c2C1=O	5	0.7	-5	7	-11	96	4	0	4	-4
30	CC(C)=NNC1=NC(C)(C)Cc2ccccc21	4	-1.1	9	0	-19	99	3	0	0	4
31	O=C(CCN1CCOCC1)N/N=C/c1cc([N+](=O)[O-])ccc1OC(F)F	5	-1.0	2	1	-6	99	-6	0	6	15
32	O=C(CN1CCCC1)Nc1ccc([N+](=O)[O-])cc1Cl	0	0.9	-2	2	0	97	3	0	10	1
33	COC(=O)c1ccc(CO/N=C(\NC(C)=O)c2nonc2NC(C)=O)cc1	2	1.7	1	3	-3	101	-9	3	7	-1
34	CC(C)(C)OC(=O)NCCCC[C@@H](C(=O)N1CCN(C(=O)OC(C)(C)C)CC1)n1cc(CCC(=O)O)nn1	-1	0.1	11	-6	-10	100	-5	0	11	-3
35	COc1cccc(/C=N/NC(=O)CNC(=O)c2ccc(S(=O)(=O)N3CCCC3)cc2)c1OC	-1	-1.4	2	0	-4	102	-5	3	-8	2
36	Cc1ccc(O)c(NC(=O)C2CCCCC2)c1	-13	0.5	1	-2	-6	97	-4	0	1	-2
37	O=C(NCc1cccc2[nH]ccc12)C1CCC(=O)N(CCc2ccccc2)C1 (centres undefined)	-4	-0.5	-2	5	-6	100	7	3	18	15
38	COc1ccc(C(=O)N2CCN=C2SCc2cccnc2)c(OC)c1	-12	-0.2	0	-4	-1	92	-9	0	8	13
39	O=C(O)C1=C[C@H](c2cccs2)C[C@H](OCc2ccc(CO)cc2)O1	-1	-1.8	5	0	-10	99	1	4	2	3
40	COc1cccc(NC(=O)CN(C)CC(=O)Nc2ccc(C)cc2Cl)c1	4	-1.5	-4	1	6	100	1	-1	11	0
41	CC(NC(=O)C1CCN(S(=O)(=O)c2cccc3nonc23)CC1)c1ccccc1 (centres undefined)	10	3.1	1	3	-3	103	14	0	4	?
42	CC(C)CC(NC(=O)C1CCC(C)CC1)C(=O)Nc1ccccc1F (centres undefined)	2	-2.9	0	-4	-3	100	-2	-1	5	-1
43	COc1ccc(CCN=C(N)NS(=O)(=O)c2cccs2)cc1	4	0.4	9	-6	-3	92	15	-3	12	-2
44	O=C(Cc1ccccc1[N+](=O)[O-])NC1CCN(Cc2ccccc2)CC1	1	-1.1	3	0	-5	92	6	3	8	-6
45	CCOC(=O)N1CCC(Nc2ncnc3c2cnn3-c2ccc(C)cc2C)CC1	4	-1.1	-8	15*	-6	97	1	-6	18	3
46	Cc1cc2c(c(=O)n1CCc1ccccc1)C(C(C)C)C(C#N)=C(N)O2 (centres undefined)	-4	0.3	8	0	-4	96	-1	-2	2	2
47	COc1ccc(S(=O)(=O)N2CCOC23CCN(S(=O)(=O)c2ccc([N+](=O)[O-])cc2)CC3)cc1	-4	1.8	-4	3	-7	94	3	-2	6	47
48	Nc1nc(Nc2ccccc2)nc(NCc2ccccc2)c1[N+](=O)[O-]	-6	1.5	-22	0	-14	100	-3	-8	-18	-12
49	CCC(=O)N(CCC1(C(C)C)CCOC(C)(C)C1)C(C)c1cccs1 (centres undefined)	1	0.0	4	-4	-4	104	4	1	3	6
50	Cc1oc(-c2ccccc2F)nc1CS(=O)(=O)CC(=O)N1CCOCC1	9	-0.7	-7	4	-6	94	/	-2	11	1

# (listing goes on)
entry	Compound	ABHD5 PLIN5 PPI	MC4R ag barr	H9c2 protect	m5-HT2A agonist	CaV13 FRET inh	ABCB6 inh 2	PDI inh	N-glyco inh	MC4R antag cAMP	Granule exo inh
51	O=C(OCC(=O)N1CCOCC1)c1ccc(O)cc1	6	1.7	-7	4	-3	95	-7	0	-4	-6
52	COc1ccccc1CNC(=O)C(=O)NCC1OCCCN1S(=O)(=O)c1cccs1 (centres undefined)	-4	-2.2	-2	17*	/	99	1	-1	10	-1
53	CCCCN(C)CCCNC(=O)CN1N=C(c2ccc(Cl)cc2)CCC1=O	4	0.7	-2	6	-19	90	5	0	24	9
54	COCCCNC(=O)C[C@@H]1C[C@@]2(C(=O)OC)CC(C)(C)CC=C2N(CCc2ccc(OC)c(OC)c2)C1=O	-14	/	/	2	-5	/	/	/	/	-12
55	Cc1ccc(C(=O)NCc2cccnc2)o1	7	-0.9	0	5	/	100	-4	2	0	-1
56	COc1ccc(C(=O)O/N=C(\C)c2nccs2)cc1	-8	1.4	-22	2	-4	100	7	1	-3	-2
57	Brc1ccc(-c2nnc3c4ccccc4nc(N4CCOCC4)n23)cc1	8	1.0	3	6	-3	102	-3	0	6	-2
58	COc1ccc(NC(=O)CSc2cccc3cccnc23)c(OC)c1	-7	-2.9	3	-3	-19	97	-11	0	27	4
59	CCCCS(=O)(=O)N1CCC(C(=O)Oc2ccccc2OC)CC1	-1	0.1	1	7	-2	97	0	-2	-2	-2
60	c1ccc(OCCCn2ccnc2)cc1	1	-1.1	6	1	-5	94	-6	1	4	-5
61	CCCN(CC(=O)Nc1ccccc1C)C(=O)c1ccc(Cl)c(S(=O)(=O)N2CCCC2)c1	10	-1.6	3	2	-5	89	-4	-3	1	1
62	Cn1c(=O)n(Cc2ccccc2)c(=O)c2c1nc1n2CCS1	-3	-2.2	2	0	-5	101	0	0	4	0
63	COCCN1C[C@@H](CO)O[C@@H](n2cnc3c(NCc4ccncc4)ncnc32)C1	-1	0.2	6	-2	-14	98	-2	1	9	2
64	CC(=O)N(c1ccccc1)C1CCCC1	-6	0.3	-4	-2	-3	98	1	2	2	-6
65	O=C(Sc1ccc(Cl)cc1)c1ccccn1	-9	1.7	5	-4	-5	104	-5	14	1	-5
66	Cc1ccc(CNc2ncnc3c2cnn3-c2ccccc2)cc1	14	6.2	-11	10	-5	92	16	-1	-9	4
67	COc1ccc(/C=c2\s/c(=C/C(=O)c3ccc(C)cc3)[nH]c2=O)c(OC)c1	-1	-3.0	5	3	-10	128	-2	2	-7	2
68	CC(C)OC(=O)CC1C(=O)NCCN1C(=S)NC(=O)CCc1ccccc1 (centres undefined)	-8	-2.2	-2	3	-4	98	1	1	4	-3
69	Cc1ccc(CNC(=O)CCC(=O)N2CC(C)Oc3ccccc32)cc1 (centres undefined)	2	1.1	-3	1	-6	99	/	1	2	-1
70	O=C(COC(=O)c1ccc2ccccc2c1O)Nc1ccccc1	2	1.3	-8	-6	-6	101	3	2	1	9
71	CCCC(c1nnnn1C1CCCCC1)N1CCN(C(=O)c2ccco2)CC1 (centres undefined)	6	-1.8	3	4	-2	98	-5	0	8	-6

# High-throughput results deposited in PubChem by several laboratories.
